Assay outcomes: PubChem, Sanford-Burnham Center for Chemical Genomics
SENP6 block: blocks the human protease SENP6; inhibition, % at 10 µM; AID 2599; Q9GZR1; Recombinant SENP6 catalytic domain, aminoluciferin luminescence; 330,000 compounds, 1.8% hits;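 active = inhibition above about 50% at the single tested dose, limit read from the data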;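 note: plate controls were DMSO wells with enzyme for no effect and DMSO wells lacking enzyme for full effect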
SENP8 block-1: inhibitors of human SENP8 protease. purified SENP8, Z-RLRGG-aminoluciferin cleavage, luminescence. inhibition, % at 10 µM. 330,000 compounds, 1.2% hits. AID 2540; in the data active = inhibition above about 50%
Target sequence (Q96LD8 whole entry, looked up): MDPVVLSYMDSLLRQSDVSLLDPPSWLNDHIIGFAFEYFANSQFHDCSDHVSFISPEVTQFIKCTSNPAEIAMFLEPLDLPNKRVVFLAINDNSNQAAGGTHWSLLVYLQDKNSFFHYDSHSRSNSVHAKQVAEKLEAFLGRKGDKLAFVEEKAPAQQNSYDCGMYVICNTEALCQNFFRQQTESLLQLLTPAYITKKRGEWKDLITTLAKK
HKDC1 inh: inhibitors of human hexokinase HKDC1; recombinant HKDC1, G6PDH/diaphorase resazurin coupled fluorescence; AID 493160; inhibition, % at 20 µM; 340,000 compounds, 0.16% hits; Q2TB90;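 active = inhibition above about 35% when tested at 20 µM, limit read from the data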;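 note: plate controls were DMSO wells with enzyme for no effect and DMSO wells lacking enzyme for full effect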
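Test system: recombinant HKDC1 (HK5) hexokinase enzyme, produced in-house; Amount: enzyme 5 µg/mL final; Buffer or medium: Tris pH 8.0 buffer with MgCl2, Tween-20, BSA, BME; Reagent: glucose and ATP substrates; Doses: 20 µM test compound, 1% DMSO; Incubation: 90 min reaction incubation at room temperature, dark; Detection: resorufin fluorescence at 613 nm.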
PfGluPho inh: PfG6PD (Plasmodium falciparum) enzyme inhibition | PfGluPho enzyme, NADPH resazurin-diaphorase fluorescence | inhibition, % at 20 µM | 350,000 compounds, 0.78% hits | AID 504690;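 active = inhibition reaching at least a set limit at 20 µM in the primary screen, cut at about 59% in these data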;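 note: 0% = DMSO wells with substrate and 100% = DMSO wells lacking glucose-6-phosphate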
SENP7 block: inhibitors of human SENP7 protease | Q9BQF6 | recombinant SENP7, Z-RLRGG-aminoluciferin luminescence, 40 min | inhibition, % at 5 µM | 330,000 compounds, 1.5% hits | AID 434973;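 active = inhibition above about 50% at the single test dose, limit read from the data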;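 note: plate controls were DMSO with enzyme for no effect and no enzyme buffer wells for full effect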
Target sequence (Q9BQF6 706-1050 limits assumed): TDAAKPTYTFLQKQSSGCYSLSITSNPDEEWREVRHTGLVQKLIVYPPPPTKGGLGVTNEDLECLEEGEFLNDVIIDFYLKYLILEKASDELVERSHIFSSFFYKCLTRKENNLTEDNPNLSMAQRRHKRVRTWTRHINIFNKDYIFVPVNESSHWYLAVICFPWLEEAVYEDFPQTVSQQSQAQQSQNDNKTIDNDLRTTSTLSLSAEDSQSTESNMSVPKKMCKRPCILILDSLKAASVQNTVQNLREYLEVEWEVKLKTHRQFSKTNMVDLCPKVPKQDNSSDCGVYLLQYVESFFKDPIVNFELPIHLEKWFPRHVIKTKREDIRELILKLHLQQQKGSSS
Apaf1 inhib: blocks human Apaf-1 apoptosome activity; O14727; reconstituted apoptosome caspase-3 activity, DEVD-Rh110 fluorescence; inhibition, % at 20 µM; 330,000 compounds, 0.71% hits; AID 489030; active = inhibition of at least 40% at 20 µM;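 note: plate controls were DMSO wells for no effect and DEVD-CHO caspase inhibitor wells for full effect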
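Material: reconstituted apoptosome with Apaf-1, cytochrome c, caspase-9, procaspase-3, dATP / Buffer or medium: pH 7.5 Hepes buffer with CHAPS, BSA, DTT / Also added: cytochrome c with DEVD-Rh110 / Schedule: compound with Apaf-1, dATP, procaspase-3 30 min, then 50 min reaction, room temperature / Technique: rhodamine 110 fluorescence at Ex 480/Em 540 nm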
SENP1 inh: inhibitors of human SENP1 SUMO protease catalytic domain; inhibition, % at 10 µM; Q9P0U3; 360,000 compounds, 0.21% hits; recombinant SENP1 catalytic domain, CyPet-SUMO1-YPet FRET cleavage;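 active = inhibition at least 30% at 10 µM, raw YFP signal under a set limit, fluorescence ratio 0.5 to 1.5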;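 note: 0% = enzyme with DMSO and 100% = no enzyme wells; some results filed as inactive read as strong as hits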
Target sequence (Q9P0U3 419-644 limits assumed): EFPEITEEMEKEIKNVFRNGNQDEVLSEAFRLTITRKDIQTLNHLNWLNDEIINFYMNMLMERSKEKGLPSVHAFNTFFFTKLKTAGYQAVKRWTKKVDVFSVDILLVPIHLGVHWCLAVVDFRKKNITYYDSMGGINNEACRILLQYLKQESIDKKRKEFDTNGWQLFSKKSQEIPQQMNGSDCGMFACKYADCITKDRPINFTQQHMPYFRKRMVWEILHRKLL
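Test system: human SENP1 catalytic domain; medium: Tris pH 8 buffer plus EDTA, NaCl, BME, BSA, NP40, catalase; incubation: 50 min reaction at room temperature; technique: FRET, CFP and YFP emission; controls: no-enzyme low control and enzyme-plus-DMSO high control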
SENP8 block-2: SENP8 (human) protease inhibition | 360,000 compounds, 0.64% hits | recombinant SENP8, Nedd8 substrate fluorescence | AID 602440 | inhibition, % at 20 µM; in the data active = inhibition mostly above about 40%, no sharp cut-off; inactive = mostly below about 27%
Starred values were filed as active, the others as inactive; . = no result given.

SMILES	SENP6 block	SENP8 block-1	HKDC1 inh	PfGluPho inh	SENP7 block	Apaf1 inhib	SENP1 inh	SENP8 block-2
CCN(CC)CCNC(=S)NC(=O)c1cn(-c2ccccc2)nc1-c1ccc(OC)cc1	-4	-5	-1	-1	-5	18	4	-4
CCOc1ccc(-n2c(-c3ccccc3)c[n+]3c2CCCCC3)cc1	-9	-3	-6	4	-7	3	-1	23
CCNC(=O)COc1cc(C)c(Cl)c(C)c1	-6	-7	-2	-4	-2	-2	-2	-1
C/C(=N\OCC(=O)Nc1ccc(Br)cc1)c1cccs1	-7	-9	-3	34	-8	15	3	7
O=S(=O)(Nc1ccc2c(c1)OCO2)c1ccc(Br)s1	-4	-5	-1	5	-4	4	-16	17
Cc1ccc(OCC(=O)N/N=C/c2c[nH]c3ccccc23)c([N+](=O)[O-])c1	-7	0	10	16	-8	1	4	3
COc1ccccc1NC(=O)C(CCS(C)(=O)=O)N1C(=O)c2ccccc2C1=O (stereo not drawn)	0	-5	0	3	-6	-3	2	16
C=C(C)Cn1c(C)cc(C)c(S(=O)(=O)c2ccc(C)cc2)c1=O	-1	-6	1	16	3	8	2	6
Cn1nc(Oc2ncc(C(F)(F)F)cc2Cl)cc1C(F)(F)F	-3	4	-4	-9	-5	0	0	8
O=C(O)c1ccc(Cl)c(S(=O)(=O)NCC2CCCO2)c1 (stereo not drawn)	-24	0	-7	-6	-6	-8	0	23
COC(=O)c1[nH]c2ccc(Cl)cc2c1NC(=O)CN1CCc2cc(OC)c(OC)cc2C1	-24	-1	-1	3	-5	11	-5	-252
Nc1[nH]c(N=NC(=O)c2ccccc2)c2ccccc12	4	-11	-10	-16	-6	-1	0	6
Cc1ccc(CNC(=O)c2cc(-c3ccccc3C)n(CC3CC(c4cccc([N+](=O)[O-])c4)=NO3)n2)cc1 (stereo not drawn)	1	0	4	2	-1	13	0	8
O=C(NNC(=O)C1CCN(Cc2cccc(F)c2)CC1)c1cccc(Cl)c1	-8	-3	-11	6	-10	-5	2	24
CC(C)n1ncc(N2CCOCC2)c(Cl)c1=O	11	2	-6	-1	1	2	2	18
CCN(CC)S(=O)(=O)c1cccc(C(=O)N/N=C/c2ccc([N+](=O)[O-])o2)c1	15	-6	-3	18	-3	15	-1	27
CCOC(=O)c1ccc(NC(=O)CSc2n[nH]c(-c3ccncc3)n2)cc1	-14	-6	40*	23	3	3	-7	-26
O=C(N1CCOCC1)N1CCC(NC(=O)C23CC4CC(CC(C4)C2)C3)CC1	10	-9	-6	2	2	-4	1	11
CCn1c(=O)cc(SCC(=O)Nc2cccnc2)c2ccccc21	12	2	-1	-5	0	-14	0	-20
COc1ccc(NC(=O)CC2CC3CCC2C3)cn1 (stereo not drawn)	-15	0	-9	-6	5	-5	3	13
Cc1ccc(C(=O)NC2CCc3ccccc3C2=O)cc1 (stereo not drawn)	-19	-10	11	11	17	-12	-2	-62
COc1cccc(NC(=O)c2sc3nc4n(c(=O)c3c2C)CCC4)c1	6	-15	-2	3	-6	0	1	-2
CCCCCCNC(=O)CCCCCNS(=O)(=O)c1ccc(OC)cc1	7	1	-12	4	6	5	1	6
CCCCc1c(C)c2cc(C)ccc2[nH]c1=O	-8	-10	3	7	-7	5	1	-35
Nn1c(-c2ccc(O)cc2)nnc1-c1ccc(O)cc1	-7	-12	-5	6	5	-15	1	13
CC(Oc1ccc(-c2ccccc2)c(F)c1)c1ccn(S(=O)(=O)c2ccc(F)cc2)n1 (stereo not drawn)	2	2	5	11	2	14	-2	17
COc1cc(-c2nnc(SCC(=O)N3CCCC3)o2)cc(OC)c1OC	1	1	-2	7	2	5	2	7
Cc1ccc(S(=O)(=O)N2CCN(C)CC2)c(C)c1N(C)S(=O)(=O)c1ccc(Cl)cc1	4	-8	0	-20	-9	15	2	11
Cc1cccc(S(=O)(=O)N(CC(=O)Nc2ccccc2C)Cc2ccco2)c1	9	11	2	2	-3	9	1	17
COc1cc(S(=O)(=O)NCc2ccccn2)c(OC)cc1Cl	11	-4	-1	-2	5	-1	1	12
O=C1CSC(c2cccnc2)N1c1ccc(F)cc1 (stereo not drawn)	-4	-4	-3	-13	-2	-11	3	20
COc1ccc(/C=C/C(=O)NC(C)CCc2ccccc2)cc1OC (stereo not drawn)	1	-1	-10	-16	-3	-10	1	-63
CCN(C(=O)CSc1nc2ccccc2o1)C1CCS(=O)(=O)C1 (stereo not drawn)	14	5	0	-2	-3	-2	2	7
CCOc1ccc(N(CC(=O)Nc2cc(C)ccc2C)S(=O)(=O)c2c(C)[nH]c(=O)[nH]c2=O)cc1	-18	-5	-3	-1	3	-16	4	23
CCC(C)NC(=O)NC1C(NC(=O)NC(C)CC)N(C)C(=O)N1C (stereo not drawn)	-3	3	-2	16	3	-27	0	5
CCOC(=O)Cc1csc(SCC(=O)NC2CCCC(C)C2C)n1 (stereo not drawn)	-6	2	-7	4	2	0	-1	21
CCCCC(CC)C1OCC(C[N+]2(C)CCOCC2)O1 (stereo not drawn)	-15	-14	-9	-2	-7	10	-1	10
CCOc1ccc(S(=O)(=O)NCCC(=O)N2CCN(Cc3ccccc3)CC2)cc1	-5	8	-1	-8	1	-5	1	4
CC1(c2cccs2)CC(c2cccs2)=C(C#N)C(=O)N1 (stereo not drawn)	11	0	8	-20	3	4	2	17
Cc1ccc(S(=O)(=O)N(C)c2ccc(OCC(=O)Nc3nnc(C4CC4)s3)cc2)cc1	.	.	-8	-10	.	.	-3	4
COc1ccc(C)cc1S(=O)(=O)Nc1cc(Cl)ccc1Cl	-13	-3	2	23	4	7	0	15
Cc1ccc(C(=O)Nc2cc(S(=O)(=O)N3CCOCC3)ccc2N2CCCC2)cc1	-2	2	-4	6	6	0	-6	-4
COc1ccc(CCC(=O)OCC(=O)Nc2ccc3[nH]c(=O)[nH]c3c2)cc1	-4	10	0	7	-5	0	4	3
O=C(Nc1ncnc2c1CCC2)C12CC3CC(CC(C3)C1)C2	-2	-2	-8	4	9	-11	3	11
CC(=O)N(C(C)=O)n1c(/C=C/c2ccc([N+](=O)[O-])cc2)nc2ccccc2c1=O	-15	-4	-7	5	3	-4	5	-56
Cc1ccccc1C(=O)c1c[nH]c(C(=O)NCCc2ccccn2)c1	0	-2	-4	10	8	-5	1	11
Cc1c(C(=O)NCc2ccccc2CN2CCCC2)oc2ccccc12	-7	-3	-6	-15	-6	11	-1	2
CCOc1ccccc1C(=O)N(CN1CCCC1=O)c1ccc(C)c(Cl)c1	5	-12	-3	-15	-12	5	0	7
COc1ccc(S(=O)(=O)NC2CCCCC2)c(C)c1C	-15	-12	1	-12	9	4	2	19
O=C(Cc1ccc(F)cc1)N1CCN(c2ccc(F)cc2)CC1	-3	-10	-6	-15	-1	5	-1	11

(cont.)
SMILES	SENP6 block	SENP8 block-1	HKDC1 inh	PfGluPho inh	SENP7 block	Apaf1 inhib	SENP1 inh	SENP8 block-2
COc1ccccc1NC(=O)Nc1nn(C)c2cccc(N(C)C)c12	23	11	12	64*	21	38	-1	-49
O=C(Nc1ccc(N2CCOCC2)cc1)c1ccncc1	-9	-4	6	14	5	2	2	33
O=C(Nc1ccc(Cl)c(Cl)c1)NC1CCS(=O)(=O)C1 (stereo not drawn)	-16	-8	-4	3	-14	3	1	14
Cc1onc(-c2c(F)cccc2Cl)c1C(=O)NCCc1ccc(S(N)(=O)=O)cc1	2	-5	5	-4	-3	-12	-1	14
Cc1ccc(NC(=O)CSc2nc3ccccc3nc2N2CCCC2)cc1	7	6	2	26	-4	10	-59	-179
Cc1ccc(CCNC(=O)C2CCC(=O)N(CC3CCCCC3)C2)cc1 (stereo not drawn)	-4	6	6	-5	-8	8	1	10
O=C(CNC(=O)c1ccc(Br)cc1)N=Nc1c(O)[nH]c2ccc([N+](=O)[O-])cc12	9	2	-5	-22	3	11	4	24
[O-][n+]1c2ccccc2c2n1CCN1CCOC21c1ccc(Cl)cc1 (stereo not drawn)	10	3	-2	-5	-3	-6	-30	0
COc1ccccc1CNC(=O)c1sccc1C	-9	0	-5	20	2	4	-3	6
O=C(c1cc(S(=O)(=O)N2CCCC2)c(Cl)cc1Cl)N1CCCC1	-6	2	-5	12	-2	5	1	7
O=C1NC(C(=O)O)=CC(c2cccc(Cl)c2Cl)N1 (stereo not drawn)	-9	-13	1	1	7	9	-3	8
COc1ccc(C(=O)NCc2nnc(SCC(=O)Nc3nnc(C)s3)o2)cc1OC	-4	-1	-4	6	6	0	1	4
